# RAD54 branch: inhibitors of human RAD54 branch migration, primary screen, biochemical, fluorescence, single point. DNA repair and recombination protein RAD54-like (Homo sapiens), Q92698. RAD54 Holliday junction branch migration, FAM/BHQ fluorescence. inhibition, % at 10.4 µM. 360,000 compounds, 0.14% hits. AID 602329, 2012;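 active = mean normalized replicate activity at least 40 and at least half of replicates scoring 40 or more; inconclusive = only one of the two criteria met; inactive = mean below 40 and under half of replicates reaching 40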;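 note: 0% = median of neutral control wells and 100% = median of positive control wells; inhibitors cause a drop in the FAM fluorescence signal; in these data hits start at about 50%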
# E-sel inducer: E-selectin induction in HUVECs, primary screen, imaging, HUVEC, immunofluorescence imaging, single point; P16581; AID 686992, 2013; normalized: neutral wells 0, TNF-alpha wells 100; 260,000 compounds, 0.37% hits; activation, % at 7.58 µM;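 active = mean E-selectin-positive cell signal at least 10% of the positive control, reached in at least 60% of replicates, without over 20% cell loss; inconclusive = no rule given, readout overlaps actives, possibly toxicity-flagged; inactive = the rest, including those meeting only one limit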;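 note: in these data hits start at about 27%; measured in HUVEC primary endothelial cells; signal is the percent of cells scored E-selectin positive by PE staining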
#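 Read-out: % PE-positive cells | Test system: HUVEC | Doses: One compound dose added by pin transfer | Buffer or medium: EGM-2 over gelatin coat | Signal: Immunofluorescence imaging | Benchmarks: TNF-alpha, DMSO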
# ERp5 block: inhibitors of ERp5-driven insulin aggregation, primary screen, biochemical, turbidity, absorbance 650 nm, single point; 90 min; inhibition, % at 9.99 µM; 350,000 compounds, 0.05% hits; AID 651711, 2012;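 active = mean replicate inhibition above about 25%, with every replicate also reaching it, limit read from the data, passing the limit was not always enough; inconclusive = only one of those two criteria met; inactive = neither criterion met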
# S100A4 inh HTS: inhibitors of S100A4-myosin IIA peptide binding, primary screen, biochemical, fluorescence polarization, TAMRA-MyoIIA peptide; Protein S100-A4 (Homo sapiens), P26447; inhibition, % at 10.7 µM; 360,000 compounds, 0.14% hits; AID 652163, 2013;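 active = mean inhibition of at least 70% across replicates, with every replicate also reaching that level; inconclusive = mean inhibition reaches 70% but some replicates fall short; inactive = mean inhibition below 70%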
# Target sequence (P26447 whole entry, looked up): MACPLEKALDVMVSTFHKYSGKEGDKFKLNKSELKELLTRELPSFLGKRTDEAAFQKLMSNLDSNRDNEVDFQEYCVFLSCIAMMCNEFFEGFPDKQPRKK
#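 Assay system: human S100A4 monomer with TAMRA-labelled myosin IIA peptide / Buffer or medium: Calcium-containing HEPES buffer, pH 7.2 / Reagent: TAMRA-labelled myosin IIA heavy-chain peptide probe, 5 nM / Compound: one dose per compound / Timing: polarization read 5 min after assay mix addition, stable 5–60 min / Benchmarks: neutral control DMSO, positive control TFP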
# esBAF inh: Bmi1 luciferase reporter increase in mESCs, primary screen, esBAF inhibitor project, mouse ES cells, Bmi1 luciferase knock-in, single point; 24 h; 100% = twice the neutral-well signal; reporter increase, % at 12.5 µM; 350,000 compounds, 2% hits; in the data active = activation above about 40%; inconclusive = no clear call, values can overlap the other calls;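 note: 0% = median of the plate's neutral control wells and 100% = double that signal; a rise in the Bmi1 reporter signal indicates esBAF inhibition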
# ERAP1 HTS inh: human ERAP1 aminopeptidase inhibitors, primary screen, biochemical, single point, plate reader; Endoplasmic reticulum aminopeptidase 1 (Homo sapiens), Q9NZ08; 340,000 compounds, 0.15% hits; inhibition, % at 10.7 µM; recombinant ERAP1, Leu-AMC fluorescence, 60 min;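 active = mean replicate inhibition of at least 30%, or all replicates individually reaching that 30% level; inactive = mean below 30% and not every replicate reaching it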;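 note: 0% = neutral control wells and 100% = L-leucinethiol positive control wells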
# Xi reactivation: activators of inactive X chromosome reactivation, primary screen, imaging, XiGFP fibroblasts, GFP high-content imaging, set 2; XiGFP mouse fibroblasts, % GFP-positive cells imaging, 3 d; cells co-treated with 5-aza-dC sensitizer; scaled so ellipticine positive control = 100%; activation, % at 7.58 µM; 360,000 compounds, 0.055% hits; AID 743238, 2013;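 active = mean normalized replicate activation at least 10% and every replicate at or above 10%; inconclusive = only one of the two criteria met; inactive = mean below 10% and not all replicates reach 10%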;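 note: 0% = median of on-plate neutral control wells and 100% = ellipticine 6 µM median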
#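 assay system = SV40-immortalized XiGFP fibroblast cells, line 68-5-11 | buffer or medium = DMEM plus 5-aza-dC sensitizer | doses = single-point pinned compound dosing | times = 3-day compound exposure, then 15 min fixation at room temperature | benchmarks = positive control ellipticine, 6 µM final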
# RAD52 anneal inh: RAD52 DNA annealing inhibitors, primary screen, biochemical, FRET, single point, set 2 | AID 651710, 2012 | inhibition, % at 18.7 µM | DNA repair protein RAD52 homolog (Homo sapiens), P43351 | 360,000 compounds, 0.46% hits | recombinant RAD52 DNA annealing, FRET fluorescence;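 active = every replicate showing at least 50% inhibition; inconclusive = mean inhibition at least 50% but not in every replicate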
# Target sequence (P43351 whole entry, looked up): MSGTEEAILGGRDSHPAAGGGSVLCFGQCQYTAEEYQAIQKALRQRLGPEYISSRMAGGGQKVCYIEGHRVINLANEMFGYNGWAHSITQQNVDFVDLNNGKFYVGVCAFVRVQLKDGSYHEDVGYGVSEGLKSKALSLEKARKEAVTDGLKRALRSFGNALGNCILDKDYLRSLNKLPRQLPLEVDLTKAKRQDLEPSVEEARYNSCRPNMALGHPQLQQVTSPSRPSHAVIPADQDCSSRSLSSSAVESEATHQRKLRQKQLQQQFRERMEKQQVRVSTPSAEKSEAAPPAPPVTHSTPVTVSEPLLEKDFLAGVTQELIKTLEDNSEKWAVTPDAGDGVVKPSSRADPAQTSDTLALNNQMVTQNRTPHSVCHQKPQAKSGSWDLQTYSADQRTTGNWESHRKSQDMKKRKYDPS
# Active calls of the source: *; ? = inconclusive; . = no result given.
SMILES,RAD54 branch,E-sel inducer,ERp5 block,S100A4 inh HTS,esBAF inh,ERAP1 HTS inh,Xi reactivation,RAD52 anneal inh
C[C@@H]1CN([C@H](C)CO)S(=O)(=O)c2ccc(C#CC(C)(C)O)cc2O[C@@H]1CN(C)Cc1ccncc1,3.5,0.7,-0.7,2.5,-2.1,2.3,0.0,11.1
CN(C)C(=O)[C@H]1[C@H](CO)[C@H]2Cn3c(ccc(C4=CCCC4)c3=O)[C@@H]1N2CC1CCOCC1,-0.2,-0.2,1.0,1.8,-2.1,1.0,0.2,-2.6
CCCNC(=O)N1CC2(C1)[C@H](c1ccccc1)[C@@H](CO)N2Cc1ccc(F)cc1,.,-0.1,-3.0,-5.2,.,0.5,0.3,-8.8
Cc1cccc(-c2nc3ccccc3c(=O)n2NC(=O)c2cccs2)c1,0.8,.,1.1,-8.9,.,-1.3,0.0,-8.1
CCCN1[C@@H]2c3ccc(-c4cccc(OC)c4)c(=O)n3C[C@H]1[C@H](CO)[C@H]2C(=O)NCC,8.7,-1.1,-1.0,2.2,0.7,-1.0,0.1,-8.1
O=C(NCc1ccccc1)[C@H]1[C@H](CO)[C@H]2Cn3c(cccc3=O)[C@H]2N1C(=O)C1CC1,-12.2,0.4,-0.8,-2.9,6.1,-1.8,0.2,0.8
O=C(c1ccc(CS(=O)Cc2cccc(Cl)c2)o1)N1CCN(C2CCCCC2)CC1 (centres undefined),-1.4,4.0,2.7,-3.4,-8.3,-4.8,0.1,-9.5
COc1ccc(-c2[nH]ncc2CN2CCN(Cc3cccs3)CC2)cc1F,.,0.4,5.9,-6.2,.,.,.,-5.6
CC(=O)Nc1ccc(S(=O)(=O)NCCC(=O)OCC(=O)c2ccc(Br)cc2)cc1,3.8,.,-6.7,0.3,-3.6,0.3,0.0,-3.1
CC(=O)Oc1cc2c(cc1Cl)C(c1cccs1)CC1(CC(C)(C)NC(=S)N1)O2 (centres undefined),.,0.2,-2.6,0.2,.,1.0,0.1,-1.7
CC(C)NC(=O)NCC[C@@H]1CC[C@H](NC(=O)c2ccc(F)cc2)[C@@H](CO)O1,3.1,-0.3,2.0,-6.5,1.1,0.8,0.5,-9.4
C[C@H](CO)N1C[C@H](C)[C@H](CN(C)Cc2ccc(Cl)c(Cl)c2)Oc2ccc(NC(=O)C3CC3)cc2C1=O,5.7,0.3,0.4,-3.2,-1.2,-1.1,-0.4,5.2
COCCn1c(SCc2ccc(Cl)cc2)nc2c1c(=O)[nH]c(=O)n2C,-1.9,0.0,-1.4,-1.0,.,5.9,0.1,-11.5
Cc1cccc(NC(=O)C(=O)NCC2CCCN2S(=O)(=O)c2cccs2)c1 (centres undefined),1.6,.,-1.1,-1.5,42.4*,1.1,0.0,-37.5
O=C(NCCc1ccccc1)c1cccc2c(-c3cccnc3)coc12,4.9,0.0,0.3,-3.3,11.8,-2.2,-0.2,-6.8

# esBAF inh: what is marked active above.
SMILES	ERp5 block	S100A4 inh HTS	esBAF inh	ERAP1 HTS inh	RAD52 anneal inh
Cc1cccc(NC(=O)C(=O)NCC2CCCN2S(=O)(=O)c2cccs2)c1 (centres undefined)	-1.1	-1.5	42.4*	1.1	-37.5

# Single records, as listed above. Order of values: RAD54 branch	E-sel inducer	ERp5 block	S100A4 inh HTS	esBAF inh	ERAP1 HTS inh	Xi reactivation	RAD52 anneal inh
# `C[C@H](CO)N1C[C@H](C)[C@H](CN(C)Cc2ccc(Cl)c(Cl)c2)Oc2ccc(NC(=O)C3CC3)cc2C1=O` as listed: 5.7	0.3	0.4	-3.2	-1.2	-1.1	-0.4	5.2
# `CN(C)C(=O)[C@H]1[C@H](CO)[C@H]2Cn3c(ccc(C4=CCCC4)c3=O)[C@@H]1N2CC1CCOCC1` as listed: -0.2	-0.2	1.0	1.8	-2.1	1.0	0.2	-2.6

# Next section
SMILES,RAD54 branch,E-sel inducer,ERp5 block,S100A4 inh HTS,esBAF inh,ERAP1 HTS inh,Xi reactivation,RAD52 anneal inh
COc1ccc(-n2c(SCCNCCO)nc3sc4c(c3c2=O)CCCC4)cc1,-10.4,.,1.4,-5.0,2.6,2.9,0.0,6.6
CC(C)(C)n1nc2c(c1NC(=O)c1ccccc1)CS(=O)(=O)C2,.,0.1,2.4,-4.6,.,11.1,0.0,-8.3
COc1ccc(/C=C/C(=O)N(C)C2CCS(=O)(=O)C2)cc1OC (centres undefined),.,0.2,2.2,-3.1,-0.8,-3.3,0.2,0.9
CCc1nc2ccc(C(=O)N(C)CCCN(C)C)cn2c1N(C)C(=O)C1CCCCC1,8.7,.,-0.1,-1.8,-3.4,-4.9,0.0,3.1
C[C@@H]1CN([C@H](C)CO)C(=O)c2cccc(NS(=O)(=O)c3ccc(Cl)cc3)c2O[C@H]1CN(C)C(=O)Nc1ccccc1,-1.7,-0.3,-5.2,3.4,-3.6,-6.7,-1.0,17.1
COC(=O)c1ccc(NCN2C(=O)C3C4CCC(C4)C3C2=O)cc1 (centres undefined),2.4,.,4.7,7.0,-3.9,-2.0,0.2,-3.8
COc1ccccc1C(=O)COC(=O)c1nc2nc(C)cc(C)n2n1,1.0,1.2,-2.3,-1.6,.,0.5,0.0,-19.4
CCOc1ccccc1N(CC(=O)Nc1ccccc1F)S(=O)(=O)c1ccccc1,-3.3,0.0,5.2,-2.9,-5.4,-1.0,0.1,-16.4
Cc1cccc(NC(=O)C(Cc2ccccc2)n2cccc2)c1 (centres undefined),.,6.1,-2.1,-9.4,.,0.7,0.0,-22.4
C/C=C/c1cnc2c(c1)C(=O)N([C@H](C)CO)C[C@@H](C)[C@@H](CN(C)S(=O)(=O)c1ccc(OC)cc1)O2,1.0,.,-1.1,0.1,-1.3,-0.3,0.0,1.7
CC(NCC(O)COc1ccc2ccccc2c1)c1ccccc1 (centres undefined),6.4,-0.1,1.8,2.6,1.2,-7.4,0.0,18.5
O=C1CCC(C(=O)Nc2cccc(C(F)(F)F)c2)N1 (centres undefined),0.6,.,3.7,-0.7,-0.2,3.9,.,-4.4
O=C(c1ccc(F)cc1)N1CCN(c2cnn(-c3ccccc3)c(=O)c2Cl)CC1,.,.,2.7,-1.0,.,3.8,0.1,-16.9
CCOC(=O)N1CCc2c(sc(NC(=O)C3COc4ccccc4O3)c2C(N)=O)C1 (centres undefined),-20.1,-0.3,6.4,2.0,?,-2.8,0.1,-22.2
CCCC(NC(=O)Cc1c(C)c2c(cc(C)c3c(C)coc32)oc1=O)C(=O)O (centres undefined),2.4,.,-0.5,3.8,-2.7,-1.2,0.3,10.7
c1ccc(COCC2CCNCC2)cc1,-3.1,-0.1,-4.2,-8.1,-3.4,-2.6,0.3,-3.1

# Single entries from the results shown.
# `CC(NCC(O)COc1ccc2ccccc2c1)c1ccccc1` (centres undefined) – RAD52 anneal inh = 18.5
# `COC(=O)c1ccc(NCN2C(=O)C3C4CCC(C4)C3C2=O)cc1` (centres undefined) – esBAF inh = -3.9
# `COc1ccccc1C(=O)COC(=O)c1nc2nc(C)cc(C)n2n1` – ERp5 block = -2.3
# `CCOC(=O)N1CCc2c(sc(NC(=O)C3COc4ccccc4O3)c2C(N)=O)C1` (centres undefined) – S100A4 inh HTS = 2.0
# `Cc1cccc(NC(=O)C(Cc2ccccc2)n2cccc2)c1` (centres undefined) – ERAP1 HTS inh = 0.7

# As a short view, 3 of the compounds above.
SMILES,RAD54 branch,E-sel inducer,ERp5 block,S100A4 inh HTS,esBAF inh,ERAP1 HTS inh,Xi reactivation,RAD52 anneal inh
COc1ccc(/C=C/C(=O)N(C)C2CCS(=O)(=O)C2)cc1OC (centres undefined),.,0.2,2.2,-3.1,-0.8,-3.3,0.2,0.9
CCc1nc2ccc(C(=O)N(C)CCCN(C)C)cn2c1N(C)C(=O)C1CCCCC1,8.7,.,-0.1,-1.8,-3.4,-4.9,0.0,3.1
C[C@@H]1CN([C@H](C)CO)C(=O)c2cccc(NS(=O)(=O)c3ccc(Cl)cc3)c2O[C@H]1CN(C)C(=O)Nc1ccccc1,-1.7,-0.3,-5.2,3.4,-3.6,-6.7,-1.0,17.1
